Assay outcomes deposited in PubChem by Broad Institute.
RAD52 anneal inh = blocks human RAD52 DNA annealing | P43351 | recombinant RAD52 DNA annealing, FRET fluorescence | inhibition, % at 18.7 µM | actives 0.46% (n = 360,000) | AID 651710;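 active = every replicate showing at least 50% inhibition; inconclusive = mean inhibition at least 50% but not in every replicate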
Target sequence (P43351 whole entry, looked up): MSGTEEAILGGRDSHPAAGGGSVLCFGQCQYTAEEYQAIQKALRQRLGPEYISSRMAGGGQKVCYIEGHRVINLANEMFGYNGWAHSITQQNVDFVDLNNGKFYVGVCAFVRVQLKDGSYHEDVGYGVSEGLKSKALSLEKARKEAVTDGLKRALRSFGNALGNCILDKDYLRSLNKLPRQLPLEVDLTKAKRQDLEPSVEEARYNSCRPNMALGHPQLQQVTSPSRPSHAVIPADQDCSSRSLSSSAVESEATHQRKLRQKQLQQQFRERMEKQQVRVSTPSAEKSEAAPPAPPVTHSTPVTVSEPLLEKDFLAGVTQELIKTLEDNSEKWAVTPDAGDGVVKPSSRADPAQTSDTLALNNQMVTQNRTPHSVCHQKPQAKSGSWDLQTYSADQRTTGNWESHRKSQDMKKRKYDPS
F508del corr = correctors of CFTR F508del function in bronchial epithelial cells; activity (quench increase), % at 7.58 µM; CFBE cells, YFP halide quenching; stimulated with forskolin plus potentiator P3; % fluorescence drop versus neutral controls; actives 0.36% (n = 350,000);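 active = mean added fluorescence quench of at least 8% versus neutral control, with both replicates also reaching 8%; inconclusive = only one of the mean or replicate conditions met; inactive = mean below 8% and not both replicates reaching 8%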;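 note: cells transiently co-express mutant CFTR-F508del with the halide-sensitive YFP; corrector assay measuring rescue of mutant channel to the surface after 24 h compound exposure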
GSIS activator = GLuc luminescence reporter in INS-1E cells, primary screen for activators of glucose-dependent secretion of insulin | INS-1E GLuc reporter insulin secretion, 2-3 h | activation, % at 16.6 µM | actives 0.61% (n = 370,000);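 active = lowest replicate activation of at least 40%, so every replicate reaches that level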;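 note: 0% = median of neutral control wells and 100% = median of IBMX positive control wells; some compounds called inactive have numbers as strong as hits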
RAD54 inh = blocks human RAD54 Holliday junction branch migration; FAM/BHQ fluorescence; Q92698; actives 0.14% (n = 360,000); inhibition, % at 10.4 µM;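 active = mean normalized replicate activity at least 40 and at least half of replicates scoring 40 or more; inconclusive = only one of the two criteria met; inactive = mean below 40 and under half of replicates reaching 40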;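 note: 0% = median of neutral control wells and 100% = median of positive control wells; inhibitors cause a drop in the FAM fluorescence signal; in these data hits start at about 50%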
ARNT TACC3 PPI = disruptors of human ARNT/TACC3 interaction; AlphaScreen His-ARNT PAS-B/GST-TACC3 binding, luminescence; TACC3 fragment carries E629A point mutation; inhibition, % at 9.99 µM; actives 0.66% (n = 390,000);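 active = mean inhibition of replicates at least 50% and at least half of replicates each reaching 50%; inconclusive = half or more replicates reach 50% but mean below 50%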;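 note: 0% = complete ARNT plus TACC3 wells and 100% = ARNT alone without TACC3; many hits fall short of the cut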
esBAF inh = inhibitors of esBAF chromatin remodeling in mouse ES cells. Bmi1-luciferase knock-in reporter, 24 h; 100% = twice the neutral-well signal. reporter increase, % at 12.5 µM. actives 2% (n = 350,000). AID 602393; in the data active = activation above about 40%; inconclusive = no clear call, values can overlap the other calls;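 note: 0% = median of the plate's neutral control wells and 100% = double that signal; a rise in the Bmi1 reporter signal indicates esBAF inhibition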
ERAP1 HTS inh = inhibitors of human ERAP1 aminopeptidase; inhibition, % at 10.7 µM; recombinant ERAP1, Leu-AMC fluorescence, 60 min; actives 0.15% (n = 340,000); AID 652197; Q9NZ08;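 active = mean replicate inhibition of at least 30%, or all replicates individually reaching that 30% level; inactive = mean below 30% and not every replicate reaching it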;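 note: 0% = neutral control wells and 100% = L-leucinethiol positive control wells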
Xi reactivation = activators of X-chromosome reactivation in mouse fibroblasts | XiGFP mouse fibroblasts, % GFP-positive cells imaging, 3 d; cells co-treated with 5-aza-dC sensitizer; scaled so ellipticine positive control = 100% | activation, % at 7.58 µM | actives 0.055% (n = 360,000) | AID 743238;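 active = mean normalized replicate activation at least 10% and every replicate at or above 10%; inconclusive = only one of the two criteria met; inactive = mean below 10% and not all replicates reach 10%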;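 note: 0% = median of on-plate neutral control wells and 100% = ellipticine 6 µM median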
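assay system = SV40-immortalized XiGFP fibroblast cells, line 68-5-11 | buffer or medium = DMEM plus 5-aza-dC sensitizer | doses = single-point pinned compound dosing | times = 3-day compound exposure, then 15 min fixation at room temperature | benchmarks = positive control ellipticine, 6 µM final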
Starred values were filed as active, the others as inactive; ? = inconclusive; . = no result given.

compound	RAD52 anneal inh	F508del corr	GSIS activator	RAD54 inh	ARNT TACC3 PPI	esBAF inh	ERAP1 HTS inh	Xi reactivation
O=C(CNCc1ccccc1)Nc1ccc(Cl)cc1	-25	-0.4	-13	0	-15	?	-2	0.0
CCc1nnc(NC(=O)CN2CCN(Cc3cccc(OC)c3)CC2)s1	-5	2.8	-2	-8	3	-7	-4	0.3
COc1ccc(S(=O)(=O)N2CCCC2C(=O)n2nc(C)cc2C)cc1 (stereo unspecified)	-8	-3.8	-4	.	-23	1	0	0.1
CCOC(=O)c1nc2ccccc2c(C)c1C	-2	-1.7	7	-18	5	0	6	1.1
CC1CCCCC12NC(=O)N(CC(=O)N1CCc3ccccc31)C2=O (stereo unspecified)	-17	1.2	.	3	.	17	-2	-0.1
O=C(C[n+]1ccc(-c2ccccc2)cc1)Nc1ccc([N+](=O)[O-])cc1	10	0.0	-7	28	10	-2	0	0.0
CC1(C(=O)NC2CCCCC2)CCC(=O)N1Cc1ccc2c(c1)OCO2 (stereo unspecified)	-3	1.3	1	-4	-2	-5	-2	0.0
COc1ccc(NS(=O)(=O)c2cc(NC(=O)c3ccccc3F)ccc2N2CCCC2)cc1	-24	-0.6	-5	.	-8	7	3	0.2
COc1ccc(NC(=O)COc2cccc3c2CCN(C)C3=O)c(OC)c1	-4	-2.7	-1	3	3	2	-3	0.0
C[C@@H]1CN([C@@H](C)CO)C(=O)c2cc(-c3cccnc3)cnc2O[C@H]1CN(C)C(=O)C1CC1	-1	-0.8	6	-3	-1	-2	2	0.4
COc1ccc(S(=O)(=O)N2CCN(CC(=O)Nc3c(C)n[nH]c3C)CC2)cc1OC	1	1.7	3	.	-13	.	2	0.3
CCC1(CC)NC(=O)N(CC(=O)N2N=C(c3ccc(Cl)cc3)CC2c2ccco2)C1=O (stereo unspecified)	-41	2.8	-5	-2	-11	-2	7	0.6
COC(=O)[C@@]12C[C@@H](CC(=O)NCc3cccc4ccccc34)C(=O)N(CCc3ccc(OC)c(OC)c3)C1=CCC(C)(C)C2	-11	-1.2	.	.	.	.	-2	0.2
CCOC(=O)CCc1c(C)nc2c(c(C)nn2-c2ccc(C)cc2)c1C	1	0.5	20	-4	-3	2	1	0.3
N#C/C(=C\c1cn(Cc2ccc(F)cc2)c2ccccc12)C(=O)NCc1ccco1	.	.	-12	-4	-1	.	.	0.0
CC(NS(=O)(=O)c1ccccc1)C(=O)NCc1ccco1 (stereo unspecified)	9	-1.7	14	3	0	-3	1	.
Fc1cccc(-c2csc(-c3ccno3)n2)c1	-6	-0.3	1	.	.	.	-5	0.0
O=S(=O)(c1cccc2nonc12)N1CCN(c2ccccc2F)CC1	-60	-0.6	-5	0	-18	7	-2	0.0
CN1C(=O)CON=C1c1cccc2ccccc12	-13	2.1	3	-10	.	-8	.	0.0
C[C@H]1CN([C@@H](C)CO)S(=O)(=O)c2ccc(-c3ccncc3)cc2O[C@@H]1CN(C)Cc1ccncc1	.	0.0	-4	.	.	-9	.	-1.2
C[C@@H]1CN([C@H](C)CO)C(=O)c2cc(/C=C/c3ccccc3)cnc2O[C@H]1CN(C)S(=O)(=O)c1ccccc1	-7	2.3	-29	4	-2	5	-2	-0.3
C=CCN(c1ccccc1OC)S(=O)(=O)c1cccc(C(=O)NCc2ccco2)c1	3	-4.0	.	5	-7	6	0	0.0
COc1ccc(C(=O)N(c2ccccc2)c2nccc3ccccc23)cc1OC	-9	-4.0	-9	5	7	1	.	0.0
COC(=O)c1ccc(C(=O)N2CCCC(C)(C(=O)NS(=O)(=O)C3CC3)C2)cc1 (stereo unspecified)	-7	3.1	2	-2	.	5	-1	0.4
O=C(C[C@H]1CC[C@@H](NS(=O)(=O)c2ccc(F)cc2)[C@H](CO)O1)NC1CCCCC1	-3	1.2	-5	2	8	10	-1	0.2
Cc1ccc(Cl)c(OCC(=O)Nc2ccc(S(=O)(=O)NC3=NCCCCC3)cc2)c1	-16	2.9	-22	0	-23	-8	0	0.1
COc1cc2c(cc1NC(=O)c1ccc3c(c1)OCO3)oc1ccccc12	-16	-0.8	19	.	-5	47*	0	.
Cc1ccc(N2CC(C(=O)N3CCN(c4ccccc4)CC3)CC2=O)cc1 (stereo unspecified)	-13	-0.5	-8	.	-5	.	4	.
CC1CCN(S(=O)(=O)c2cccc3cccnc23)CC1	-10	-0.7	21	9	-1	-5	-5	0.0
CN1C(=O)c2cc(NC(=O)c3ccccc3F)ccc2OC[C@@H]2O[C@@H](CC(=O)NCc3ccc4c(c3)OCO4)CC[C@@H]21	15	-0.6	-4	0	-3	0	-2	0.1
CC(C)CCN(C(=O)Cc1ccc(Cl)c(Cl)c1)c1c(N)n(Cc2ccccc2)c(=O)[nH]c1=O	-16	3.7	-5	-1	-2	-34	0	-0.1
Cc1ccc(S(=O)(=O)N(C)C[C@@H]2OCCCC[C@@H](C)Oc3ccc(NC(=O)Nc4ccccc4)cc3C(=O)N([C@@H](C)CO)C[C@@H]2C)cc1	-18	-0.8	11	11	13	2	2	0.1
C/C=C/c1cnc2c(c1)C(=O)N([C@@H](C)CO)C[C@H](C)[C@@H](CN(C)C(=O)Cc1ccccn1)O2	-2	-3.5	12	5	-2	7	-2	-1.2
Cc1cccc(-c2nnc(SCC(=O)c3ccc(O)cc3O)n2C)c1	-8	1.5	4	.	-3	-2	0	0.6
C[C@@H](O)C#Cc1ccc([C@@H]2[C@@H](CO)N3CCCCN(C(=O)c4ccc(F)cc4)C[C@H]23)cc1	-2	-0.6	12	-3	2	.	0	-0.1
Cc1ccc(-c2ccc3c(c2)O[C@@H](CN(C)S(C)(=O)=O)[C@H](C)CN([C@@H](C)CO)S3(=O)=O)cc1	9	1.1	-4	-2	1	-6	-1	0.0
O=C(Nc1cccc(-c2cn3c(n2)SCC3)c1)c1ccc(Br)o1	8	-2.7	7	.	3	.	-1	0.1
Cc1ccc(O)c(C(=O)c2cnn(C(=O)c3cccc(S(=O)(=O)N(C)C)c3)c2)c1	-1	-1.2	21	5	3	.	-10	0.0
CC(NC(=O)c1cccc(N(C)C)c1)c1ccc(-n2ccnc2)cc1 (stereo unspecified)	-5	0.1	4	6	.	9	-3	0.0
CC(=O)Nc1ccc(C(=O)OCC(=O)NCc2cccs2)cc1	-14	-0.6	-1	.	.	-1	2	0.0
CCCCNC(=O)/C(=C\c1ccc([N+](=O)[O-])o1)NC(=O)c1ccccc1	-62	1.5	-7	.	-3	.	9	0.2
O=[N+]([O-])c1ccc(S(=O)(=O)N/N=C/c2ccsc2)cc1	-15	-1.9	8	4	2	-2	3	0.0
O=C(CN1CCC(C(=O)c2ccc3c(c2)OCCO3)CC1)Nc1ccccc1F	-18	1.3	30	-7	-10	-7	2	0.2
C[C@@H]1CN([C@H](C)CO)S(=O)(=O)c2ccc(-c3cncnc3)cc2O[C@@H]1CN(C)C(=O)NC1CCCC1	0	0.6	2	6	-2	-3	7	0.1
O=C(NCCc1ccncc1)Nc1ccc(Cl)c(Cl)c1	1	-3.8	4	.	6	.	-3	0.0
O=C1C(=NO)C(c2ccccc2)Oc2ccccc21 (stereo unspecified)	-4	-2.0	-15	9	1	1	1	0.2
O=C(N/N=C/C(Br)=C/c1ccccc1)c1ccncc1	-6	-3.9	5	.	19	.	.	-0.1
COc1cc(NC(=O)COc2ccccc2[N+](=O)[O-])ccc1NC(=O)c1cccs1	-9	-0.8	-7	6	2	50*	.	-0.2
C[C@@H]1CN([C@@H](C)CO)C(=O)c2cc(NC(=O)C3CCCCC3)ccc2O[C@@H](C)CCCCO[C@H]1CN(C)C(=O)Cc1ccccc1	22	1.8	-26	-4	-3	9	2	0.1
CCNC(=O)C[C@@H]1C=C[C@H](NC(=O)NC2CCCCC2)[C@@H](CO)O1	5	2.4	5	-9	-6	-1	-6	0.0
CC(=O)Nc1ccc(C2=NNC(=Nc3ccc(S(=O)(=O)N4CCOCC4)cc3)SC2)cc1	-11	0.9	28	1	16	.	5	-0.2
COc1ccc(CN2CCCCCC2)cc1Br	-19	0.5	9	-9	-7	4	0	0.0
C/C(=N\NC(=O)c1nnn(-c2nonc2N)c1-c1ccc2c(c1)OCO2)c1cccs1	-7	-2.2	0	-12	2	0	-1	0.0
C[C@H]1CN([C@@H](C)CO)C(=O)Cc2cc(NC(=O)Nc3cccc4ccccc34)ccc2O[C@@H]1CN(C)Cc1ccc(C(F)(F)F)cc1	-20	2.0	27	1	10	2	0	-0.4
CCN(CC)S(=O)(=O)c1ccc(N2CCCC2)c(NC(=O)Cc2ccc(OC)cc2)c1	-33	-0.5	-11	1	2	-4	-5	0.1
CNC[C@H]1Oc2ccc(NS(=O)(=O)c3c(C)noc3C)cc2C(=O)N([C@@H](C)CO)C[C@H]1C	10	-3.1	0	-3	-9	0	0	-1.0
Cc1ccsc1C(=O)N1CCC1(C)C(=O)Nc1cccc(C#N)c1 (stereo unspecified)	-10	-0.9	3	-8	.	-5	0	0.1
C[C@H]1CN([C@@H](C)CO)C(=O)Cc2cc(NC(=O)Nc3ccc4c(c3)OCO4)ccc2O[C@@H]1CN(C)Cc1ccc(Oc2ccccc2)cc1	-7	1.3	1	-9	-6	-9	-2	0.1
COCC(=O)N1CC(=O)N2[C@@H](CO)[C@H](c3ccc(C#CC(C)C)cc3)[C@@H]2C1	-5	0.7	-16	.	.	.	-2	0.1
COc1ccc2cc(S(=O)(=O)NC3CC(C)(C)NC(C)(C)C3)ccc2c1	-4	-0.3	35	6	6	.	6	0.0

The list continues.
compound	RAD52 anneal inh	F508del corr	GSIS activator	RAD54 inh	ARNT TACC3 PPI	esBAF inh	ERAP1 HTS inh	Xi reactivation
CCc1nnc(NS(=O)(=O)c2ccc(NC(=O)c3ccc(C#N)cc3)cc2)s1	1	-3.0	10	0	2	0	6	0.0
CCNC(=O)N1CCN(c2ccc(N3CCN(Cc4ccccc4)[C@H](C)C3)c(C)c2)[C@H](C)C1	0	-0.5	.	.	.	.	4	0.5
COc1cccc(C2=CC(=O)C[C@H](c3ccc(OC)c(OC)c3)C2)c1	-6	-1.5	2	-6	7	3	-2	-0.1
O=C(c1ccc(N2CCOCC2)c([N+](=O)[O-])c1)N1CCN(c2ccccc2F)CC1	-12	0.0	.	-3	-2	6	1	0.1
CC(C)(C)OC(=O)C[C@@H]1C/C=C\C[C@@H](CC(=O)N(CCO)Cc2ccccc2)C(=O)N2CCC[C@H]2COC1=O	-6	-0.1	4	-3	-4	-2	-3	0.1
COC(=O)N/N=C(\C)c1ccco1	-5	3.2	-6	.	.	.	3	0.3
COCC(=O)N1[C@@H](CO)[C@@H](c2ccc(-c3cccc(OC)c3)cc2)C12CN(C(C)=O)C2	-13	0.0	-7	.	.	.	-1	0.0
COc1ccc(Cn2c(CCC(=O)O)nc3cccnc32)cc1	.	.	-5	5	0	4	.	.
